PME-1 primary: blocks human protein phosphatase methylesterase 1; Q9Y570; recombinant PME-1, FP-Rh probe fluorescence polarization; inhibition, % at 5.9 µM; 0.53% of 320,000 active;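 active = inhibition above the campaign mean of all compounds plus 3 SD, cut at about 26% in these data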;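 note: competitive labeling of PME-1 active site by serine hydrolase directed probe; 0% = PME-1 with DMSO and 100% = wells lacking PME-1 enzyme; inhibitors block probe labeling so polarization falls and inhibition rises; many of its hits are not listed in these tables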
GLD-1 RNA inh: GLD-1-TGE RNA interaction inhibition (C. elegans). 0.44% of 320,000 active. inhibition, % at 5.96 µM. purified GLD-1 + fluorescein TGE RNA, fluorescence polarization. Q17339. AID 2280;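 active = percent inhibition above a per-plate cutoff, the plate mean of test compounds plus 3 SD, cut at about 30% in these data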;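 note: 0% = DMSO wells with GLD-1 and probe and 100% = wells lacking GLD-1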
BCLXL inh: inhibitors of human Bcl-xL. AID 2129. GST-Bcl-xL / FITC-Bim BH3 peptide fluorescence polarization. inhibition, % at 10.9 µM. 0.7% of 320,000 active;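 active = inhibition above the mean of all tested compounds plus 3 SD, cutoff set per campaign, cut at about 30% in these data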;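 note: 0% = DMSO wells and 100% = unlabeled Bim-BH3 peptide competitor; inhibitors lower millipolarization by displacing the labeled peptide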
Target sequence (Q07817 whole entry, looked up): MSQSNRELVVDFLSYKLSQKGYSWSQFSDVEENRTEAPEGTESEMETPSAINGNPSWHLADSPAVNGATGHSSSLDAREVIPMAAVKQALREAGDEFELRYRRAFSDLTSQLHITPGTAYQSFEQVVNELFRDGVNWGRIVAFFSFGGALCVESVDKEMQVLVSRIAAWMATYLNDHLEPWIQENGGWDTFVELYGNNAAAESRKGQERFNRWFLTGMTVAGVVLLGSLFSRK
VLA-4 inh: inhibition in a human VLA-4 binding assay; AID 2557; 0.2% of 330,000 active; P13612; VLA-4 expressing cells, ligand binding flow cytometry; inhibition, % (about 7 µM as worked out from the volumes in the protocol); in the data active = inhibition above about 50%
Fam108B counter: counter-screen for RBBP9 inhibitors: inhibitors of mouse Fam108B; recombinant Fam108B, FP-Rh probe fluorescence polarization; AID 1947; 0.33% of 300,000 active; inhibition, % at 9.51 µM;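 active = inhibition above the screen mean inhibition plus 3 SD, computed separately per campaign, cut at about 18% in these data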;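 note: inhibitors lower polarization as less probe binds the enzyme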
GRK2 inh: inhibitors of human GRK2 displacing RNA aptamer. P25098. bead flow cytometry, FAM-aptamer displacement from GRK2. inhibition of aptamer binding, % at 10 µM. 0.59% of 330,000 active. AID 488847;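 active = inhibition of aptamer binding above 40%, roughly 3 SD of noise, on plates passing a quality check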;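 note: median bead fluorescence of bound FAM aptamer so fluorescent compounds give negative values; no value below 0 was filed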
Efflux pump mplx: blocks antifungal efflux pumps in multiplex yeast assay; S. cerevisiae Candida pump triplex, Nile Red efflux; inhibition, % at 10 µM; 0.44% of 330,000 active; AID 485275;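 active = plate passing quality check with inhibition over a set limit, or well fluorescence over plate mean plus 4 SD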;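 note: Nile Red retained in pooled yeast measured as flow cytometry median fluorescence; 0% = buffer negative control and 100% = Enniatin B positive control; higher means more Nile Red kept so more efflux inhibition; some compounds called inactive have numbers as strong as hits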
MCL1-BIM inh: MCL1-BIM-BH3 interaction inhibition (human) | Q07820 | GST-MCL1 / FITC-Bim-BH3 fluorescence polarization | inhibition, % at 10.9 µM | 0.68% of 320,000 active;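 active = inhibition above the mean inhibition of all tested compounds plus 3 SD, set per campaign, cut at about 40% in these data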;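 note: 0% = DMSO wells and 100% = unlabeled Bim-BH3 peptide control; higher means more loss of mP so more displacement of Bim peptide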
Target sequence (Q07820 whole entry, looked up): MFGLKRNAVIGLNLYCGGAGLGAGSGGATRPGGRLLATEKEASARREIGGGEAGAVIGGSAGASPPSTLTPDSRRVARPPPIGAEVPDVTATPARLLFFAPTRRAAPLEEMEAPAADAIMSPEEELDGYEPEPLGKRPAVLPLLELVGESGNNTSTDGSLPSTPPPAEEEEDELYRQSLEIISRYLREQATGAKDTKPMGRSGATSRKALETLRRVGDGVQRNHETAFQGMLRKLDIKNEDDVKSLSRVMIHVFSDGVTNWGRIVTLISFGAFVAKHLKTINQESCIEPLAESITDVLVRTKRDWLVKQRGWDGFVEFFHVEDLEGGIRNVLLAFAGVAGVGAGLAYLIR
MEX-5 binding: C. elegans MEX-5 TCR-2 RNA binding activity | 0.38% of 300,000 active | AID 1832 | MEX-5/FITC-TCR2 RNA binding, fluorescence polarization; stronger effect = lower value | activity score (negative = inhibition of binding), % at 10 µM;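 active = inhibition past about -25% in most replicates, and total fluorescence under double the plate's negative control median, limit read from the data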;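 note: 0% = DMSO and -100% = 5 µM competing unlabeled TCR2 RNA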
Target sequence (Q9XUB2 whole entry, looked up): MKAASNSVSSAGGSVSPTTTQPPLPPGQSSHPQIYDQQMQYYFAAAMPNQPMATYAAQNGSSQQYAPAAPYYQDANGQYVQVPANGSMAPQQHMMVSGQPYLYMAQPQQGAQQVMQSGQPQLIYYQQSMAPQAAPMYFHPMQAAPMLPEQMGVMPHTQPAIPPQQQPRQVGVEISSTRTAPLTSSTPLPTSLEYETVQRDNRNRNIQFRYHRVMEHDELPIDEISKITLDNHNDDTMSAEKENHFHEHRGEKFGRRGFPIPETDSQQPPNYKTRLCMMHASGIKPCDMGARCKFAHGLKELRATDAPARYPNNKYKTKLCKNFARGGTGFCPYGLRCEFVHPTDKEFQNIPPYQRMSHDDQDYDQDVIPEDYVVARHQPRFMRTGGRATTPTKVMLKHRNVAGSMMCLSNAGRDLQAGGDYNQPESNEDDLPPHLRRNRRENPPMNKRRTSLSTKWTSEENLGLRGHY
Starred values were filed as active, the others as inactive.

Screening O=C(CSc1ccccc1)Nc1nnc(C2CC2)s1 returned PME-1 primary -6.7, GLD-1 RNA inh -1.8, BCLXL inh 0.6, VLA-4 inh -15.0, Fam108B counter 2.4, GRK2 inh 2.0, Efflux pump mplx 0.3, MCL1-BIM inh 1.3 and MEX-5 binding -0.3.
`CC(C)NC(=S)N1CCN(Cc2ccc3c(c2)OCO3)CC1` gave PME-1 primary -8.1, GLD-1 RNA inh 2.4, BCLXL inh 0.6, VLA-4 inh -1.9, Fam108B counter -2.8, GRK2 inh 0.0, Efflux pump mplx 1.4, MCL1-BIM inh 10.6 and MEX-5 binding -2.5.
O=C(CN1CCN(CC(=O)Nc2ccc(OCc3ccccc3)cc2)CC1)Nc1ccc(F)cc1 was read as PME-1 primary 1.7, GLD-1 RNA inh -1.9, BCLXL inh -0.7, VLA-4 inh 12.5, Fam108B counter -0.1, GRK2 inh 0.0, Efflux pump mplx -3.4 and MCL1-BIM inh -3.7.
Screening CCCOc1ccc(CCc2n[nH]c(=S)n2-c2ccccc2)cc1 returned PME-1 primary 5.0, GLD-1 RNA inh -9.5, BCLXL inh -4.2, VLA-4 inh 12.8, Fam108B counter -4.2, GRK2 inh 1.0, Efflux pump mplx -0.1, MCL1-BIM inh -3.2 and MEX-5 binding 0.0.
Screening Cc1cc(C)c2c(N)c(-c3nnc(SCc4ccc(Cl)cc4)n3C)sc2n1 returned PME-1 primary 2.0, GLD-1 RNA inh 0.5, BCLXL inh -2.6, VLA-4 inh 0.3, Fam108B counter 1.7, GRK2 inh 4.0, Efflux pump mplx 0.1, MCL1-BIM inh -1.7 and MEX-5 binding -1.8.
`N#C/C(=C\c1ccc(OCc2ccccc2)cc1)C(=O)Nc1nc2c(s1)CCN(Cc1ccccc1)C2` gave PME-1 primary 0.9, GLD-1 RNA inh 0.6, BCLXL inh -3.3, VLA-4 inh -9.9, Fam108B counter -2.3, GRK2 inh 2.0, Efflux pump mplx -0.1, MCL1-BIM inh -5.0 and MEX-5 binding -8.0.
Screening COc1ccc(NS(=O)(=O)c2ccc(N3CCOCC3)c(NC(=O)C(C)C)c2)cc1 returned PME-1 primary -6.5, GLD-1 RNA inh -2.6, BCLXL inh 6.9, VLA-4 inh -1.6, Fam108B counter 4.5, GRK2 inh 4.0, Efflux pump mplx -0.1, MCL1-BIM inh 11.4 and MEX-5 binding -1.2.
O=C(NC1CCCc2ccccc21)c1ccc([N+](=O)[O-])cc1 (stereo not drawn) was read as PME-1 primary -1.5, GLD-1 RNA inh -1.4, BCLXL inh 1.2, VLA-4 inh 25.5, Fam108B counter -0.3, GRK2 inh 0.0, Efflux pump mplx 0.0, MCL1-BIM inh -5.0 and MEX-5 binding 0.8.
For Cc1ccc(-c2cc(C(=O)Nc3cccc(S(=O)(=O)N(C)C)c3)c3ccccc3n2)o1 the results were PME-1 primary -11.3, GLD-1 RNA inh 0.6, BCLXL inh 11.6, VLA-4 inh -7.7, Fam108B counter -16.1, GRK2 inh 0.0, Efflux pump mplx -0.1, MCL1-BIM inh 7.7 and MEX-5 binding 3.0.
CC(C(=O)Nc1ccccn1)N1C(=O)C2C3C=CC(C3)C2C1=O (stereo not drawn) was read as PME-1 primary -1.7, GLD-1 RNA inh 8.3, BCLXL inh 3.5, VLA-4 inh 17.1, Fam108B counter -3.1, GRK2 inh 0.0, Efflux pump mplx 0.0, MCL1-BIM inh -0.2 and MEX-5 binding 0.9.
For CC(=O)NC1C(=O)N=C(SCC(=O)NC(C)c2ccccc2)NC1=O (stereo not drawn) the results were PME-1 primary 2.1, GLD-1 RNA inh 1.5, BCLXL inh 1.7, VLA-4 inh -1.4, Fam108B counter 3.7, GRK2 inh 0.0, Efflux pump mplx 0.0, MCL1-BIM inh 3.1 and MEX-5 binding -1.9.
For O=C(NCc1ccccc1)NC(=O)c1ccc(Cl)cc1 the results were PME-1 primary 3.7, GLD-1 RNA inh -1.3, BCLXL inh 0.3, VLA-4 inh 3.9, Fam108B counter -0.3, GRK2 inh 0.0, Efflux pump mplx 0.0, MCL1-BIM inh -4.9 and MEX-5 binding 1.1.
`Cc1ccc(S(=O)(=O)N2CCOCC2)cc1NC(=O)COc1ccccc1Cc1ccccc1` gave GLD-1 RNA inh 1.3, VLA-4 inh -6.7, GRK2 inh 0.0 and Efflux pump mplx 0.5.
For COc1ccc(/C=C/C(=O)OCC(=O)Nc2ccc(C)cc2)cc1S(=O)(=O)N1CCOCC1 the results were PME-1 primary -3.9, GLD-1 RNA inh -3.6, BCLXL inh -4.3, VLA-4 inh 0.0, Fam108B counter 3.5, GRK2 inh 0.0, Efflux pump mplx 0.0, MCL1-BIM inh -20.0 and MEX-5 binding -0.8.
Cn1c(=O)c2c(c3ccccc31)OC(C)(C)CC2 was read as PME-1 primary -1.4, GLD-1 RNA inh 7.3, BCLXL inh 2.5, VLA-4 inh -10.8, Fam108B counter -10.9, GRK2 inh 0.0, Efflux pump mplx 0.0, MCL1-BIM inh -7.4 and MEX-5 binding -0.3.

Fetched by structure from the entries so far (2):
CC(C(=O)Nc1ccccn1)N1C(=O)C2C3C=CC(C3)C2C1=O (stereo not drawn) was read as PME-1 primary -1.7, GLD-1 RNA inh 8.3, BCLXL inh 3.5, VLA-4 inh 17.1, Fam108B counter -3.1, GRK2 inh 0.0, Efflux pump mplx 0.0, MCL1-BIM inh -0.2 and MEX-5 binding 0.9.
`Cc1ccc(S(=O)(=O)N2CCOCC2)cc1NC(=O)COc1ccccc1Cc1ccccc1` gave GLD-1 RNA inh 1.3, VLA-4 inh -6.7, GRK2 inh 0.0 and Efflux pump mplx 0.5.

Further results follow.
`O=S1(=O)N=C2CCCCCN2C(c2ccc(Cl)cc2)N1` (stereo not drawn) gave PME-1 primary -0.6, GLD-1 RNA inh 4.7, BCLXL inh 2.1, VLA-4 inh 4.0, Fam108B counter 0.3, GRK2 inh 1.0, Efflux pump mplx -0.1, MCL1-BIM inh 2.1 and MEX-5 binding 1.0.
For CCOC(=O)CSc1nnc(CNC(=O)c2ccc(S(=O)(=O)N(C)C)cc2)n1C the results were PME-1 primary -0.4, GLD-1 RNA inh -5.3, BCLXL inh 8.8, VLA-4 inh -3.2, Fam108B counter 9.4, GRK2 inh 0.0, Efflux pump mplx 0.3, MCL1-BIM inh 13.6 and MEX-5 binding -0.6.
For CCc1cccc(CC)c1NC(=O)c1ccc(-n2cncn2)nc1 the results were PME-1 primary -5.9, GLD-1 RNA inh 2.2, BCLXL inh 6.2, VLA-4 inh -7.6, Fam108B counter 7.8, GRK2 inh 5.0, Efflux pump mplx -0.1, MCL1-BIM inh -0.9 and MEX-5 binding 3.5.
Screening CCCCn1c(SCc2nc3ccccc3s2)nc2ccccc2c1=O returned PME-1 primary -0.9, GLD-1 RNA inh 3.5, BCLXL inh 4.0, VLA-4 inh 7.3, Fam108B counter 1.4, GRK2 inh 0.0, Efflux pump mplx -0.1, MCL1-BIM inh 2.6 and MEX-5 binding 0.8.
For Cc1sc2nc(N3CCOCC3)[nH]c(=O)c2c1-c1ccccc1 the results were PME-1 primary 7.4, GLD-1 RNA inh -0.8, BCLXL inh 3.4, VLA-4 inh 8.8, Fam108B counter -4.0, GRK2 inh 1.0, Efflux pump mplx 0.1, MCL1-BIM inh 6.4 and MEX-5 binding -0.2.
For CCCNC(=O)NC1C(NC(=O)NCCC)N(C)C(=O)N1C (stereo not drawn) the results were PME-1 primary 3.9, GLD-1 RNA inh -0.4, BCLXL inh 5.5, VLA-4 inh 19.3, Fam108B counter 1.3, GRK2 inh 3.0, Efflux pump mplx -0.1, MCL1-BIM inh 6.9 and MEX-5 binding 0.7.
Screening Cc1sc2ncnc(N3CCC(C(=O)Oc4cccc(Cl)c4Cl)CC3)c2c1C returned PME-1 primary -7.2, GLD-1 RNA inh 4.7, BCLXL inh 3.2, VLA-4 inh 1.7, Fam108B counter -0.6, GRK2 inh 0.0, Efflux pump mplx -0.1, MCL1-BIM inh 4.7 and MEX-5 binding 0.0.
For CCCCN(C)Cc1c(C)[nH]c2ccc(C)cc2c1=O the results were PME-1 primary 2.8, GLD-1 RNA inh 9.0, BCLXL inh 7.8, VLA-4 inh -8.9, Fam108B counter 3.4, GRK2 inh 7.0, Efflux pump mplx -0.1, MCL1-BIM inh 10.2 and MEX-5 binding -1.5.
CSc1ccc(C2NC(=O)c3ccccc3N2)cc1 (stereo not drawn) was read as PME-1 primary 5.7, GLD-1 RNA inh 8.4, BCLXL inh 4.0, VLA-4 inh 0.1, Fam108B counter -0.9, GRK2 inh 1.0, Efflux pump mplx -0.1, MCL1-BIM inh -2.2 and MEX-5 binding 0.9.
COC(=O)C1CCN(C(=O)Cc2ccccc2OC)CC1 was read as PME-1 primary 3.1, GLD-1 RNA inh -1.7, BCLXL inh 4.0, VLA-4 inh -4.1, Fam108B counter 1.5, GRK2 inh 1.0, Efflux pump mplx 0.3, MCL1-BIM inh 11.1 and MEX-5 binding -0.1.
For COc1ccc(C2C(C(=O)N3CCOCC3)=C(C)NC3=C2C(=O)CC(C)(C)C3)cc1O (stereo not drawn) the results were PME-1 primary 4.3, GLD-1 RNA inh 9.1, BCLXL inh 4.4, VLA-4 inh -15.1, Fam108B counter 0.3, GRK2 inh 2.0, Efflux pump mplx 0.0, MCL1-BIM inh 3.6 and MEX-5 binding -3.2.
CC(C)CN(CC(C)C)C(=O)CS(=O)(=O)Cc1ccccc1 was read as PME-1 primary -2.7, GLD-1 RNA inh 5.7, BCLXL inh 5.1, VLA-4 inh -7.3, Fam108B counter -1.0, GRK2 inh 1.0, Efflux pump mplx 0.0, MCL1-BIM inh 4.9 and MEX-5 binding 0.2.
CN(C)S(=O)(=O)Oc1ccccc1C(=O)Nc1cccc(C(F)(F)F)c1 was read as PME-1 primary 0.2, GLD-1 RNA inh 0.6, BCLXL inh 1.4, VLA-4 inh -7.3, Fam108B counter 0.8, GRK2 inh 3.0, Efflux pump mplx -0.2, MCL1-BIM inh 5.7 and MEX-5 binding 0.6.
For COc1ccc(-c2oc(NC(=O)CCl)c(C#N)c2-c2ccc(OC)cc2)cc1 the results were PME-1 primary 41.9*, GLD-1 RNA inh 4.8, BCLXL inh 5.0, VLA-4 inh 6.4, Fam108B counter 22.4*, GRK2 inh 3.0, Efflux pump mplx 0.0, MCL1-BIM inh 5.6 and MEX-5 binding -6.1.
For COc1cc(NC(=S)N2CCOCC2)c(OC)cc1Cl the results were PME-1 primary -5.1, GLD-1 RNA inh 2.7, BCLXL inh 11.3, VLA-4 inh 8.9, Fam108B counter -1.1, GRK2 inh 0.0, Efflux pump mplx 0.2 and MCL1-BIM inh 9.4.
`CCN(Cc1ccccc1)C(c1ccc(Cl)cc1)c1nnnn1C(C)(C)C` (stereo not drawn) gave PME-1 primary -1.9, GLD-1 RNA inh -1.1, BCLXL inh -2.3, VLA-4 inh -1.6, Fam108B counter -1.1, GRK2 inh 0.0, Efflux pump mplx -0.3, MCL1-BIM inh 32.8 and MEX-5 binding 1.6.
`Cc1ccc(S(=O)(=O)Nc2cccc(-n3cnnn3)c2)cc1C(=O)O` gave PME-1 primary 14.3, GLD-1 RNA inh -1.4, BCLXL inh 6.8, VLA-4 inh -5.3, Fam108B counter 0.8, GRK2 inh 5.0, Efflux pump mplx -0.1, MCL1-BIM inh 7.9 and MEX-5 binding -1.7.
Screening CCCCn1c(N)c(N(CC(C)C)C(=O)c2ccc(Br)s2)c(=O)[nH]c1=O returned PME-1 primary 0.8, GLD-1 RNA inh 3.0, BCLXL inh 0.6, VLA-4 inh 7.8, Fam108B counter 1.5, GRK2 inh 0.0, Efflux pump mplx -0.3, MCL1-BIM inh -12.2 and MEX-5 binding -1.6.

Compound activity: PubChem BioAssay, several laboratories

Not all compounds are listed; rates above refer to the full screens.
